UDG counterscr = blocks uracil-DNA glycosylase in AID counter-screen; FRET deamination/UDG coupled assay, UDG read, 4 h; Potency, µM (titrated, usually from 115 µM), for the others: at the top dose activity change, negative = inhibition, actives largely listed as inhibitors; actives 0.14% (n = 91,000); note: nearly all actives have a fitted effect of over 65% in size
AID inhibitor = activation induced cytidine deaminase inhibition; Q9GZX7; actives 0.32% (n = 91,000); Potency, µM (doses to about 115 µM), inactives show at the top dose activity change, negative = inhibition, usual class: inhibitors; AID deamination FRET fluorescence, UDG-coupled, 4 h; note: nearly all actives have a fitted effect of over 25% in size
Target sequence (Q9GZX7 whole entry, looked up): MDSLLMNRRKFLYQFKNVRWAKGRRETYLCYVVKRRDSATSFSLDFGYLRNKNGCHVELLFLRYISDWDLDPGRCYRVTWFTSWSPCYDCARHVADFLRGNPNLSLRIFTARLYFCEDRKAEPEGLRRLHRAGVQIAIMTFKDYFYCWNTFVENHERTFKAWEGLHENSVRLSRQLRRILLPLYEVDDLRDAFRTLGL
Starred values were filed as active, the others as inactive; ? = inconclusive; [ ] = dose if it differs, or a comment. Calls come from the whole dose curve; as a rule, active = well fitted curve in the direction sought with a large enough effect; inconclusive = small, poorly fitted or top-dose-only effect, or another doubt; inactive = no such curve, though single readings can be large; an effect the other way counts as inactive or inconclusive. % is set by controls: 0 for no effect and ±100 for the full control effect; potency is the fitted concentration of half-maximal effect.

entry	compound	UDG counterscr	AID inhibitor
1	COc1ccc(C(CC(=O)Nc2cc(OC)c(OC)c(OC)c2)N2Cc3ccccc3C2=O)cc1 (stereo not drawn)	-2%[57.5 µM]	19%
2	CCOc1ccccc1C1NC(=O)NC(CN2CCN(c3ccccn3)CC2)=C1C(=O)OC (stereo not drawn)	-5%	-1%
3	NC(=O)c1ccccc1NC(=O)c1cc(=O)c2ccccc2o1	1%	3%
4	CC(=O)c1ccc(NC(=O)C(C)Sc2ncnc3ccccc23)cc1 (stereo not drawn)	2%	-14%
5	CCOC(=O)N1CCN(C(=O)c2cc3occc3n2Cc2ccccc2F)CC1	0%	-20%
6	COc1cccc(N2CCN(S(=O)(=O)c3ccc4[nH]c5c(c4c3)CCCC5)CC2)c1	-12%[57.5 µM]	4%
7	C=C(Br)COc1ccc(Cl)cc1C(N)=O	-5%	-7%
8	CC1CCCC(N2CCN(Cc3ccc(Cl)cc3)CC2)C1 (stereo not drawn)	2%	0%
9	CCN(CC)C(=S)SCc1nc2ccccc2s1	-6%	-15%
10	O=C(COC(=O)c1ccc2ccccc2n1)Nc1cccc(Cl)c1	-3%	-9%
11	Cn1c(-c2cccc(Br)c2)c(-c2cn3ccccc3n2)c(=O)n(C)c1=O	-10%	-16%
12	CC(=O)c1ccc(NC(=O)CSc2cn(CC(=O)N(C(C)C)C(C)C)c3ccccc23)cc1	-4%[57.5 µM]	47%[activator]
13	Nc1nc(N)c2nc(CNc3ccc(C(=O)NC(CCC(=O)O)C(=O)O)cc3)cnc2n1 (stereo not drawn)	-3%	30%[activator]
14	Cc1nc2c(C(=O)NCCC(C)C)cnn2c(C)c1Cc1c(F)cccc1Cl	-29%	?
15	CCc1ccc2oc(=O)cc(CN3CCN(Cc4ccccc4)CC3)c2c1	-7%	-13%
16	Cc1ccc(S(=O)(=O)N2CCN(C(=O)Cc3sc(C)nc3-c3ccc(F)cc3)CC2)c(C)c1	-7%	-20%
17	O=C(NCc1ccc2c(c1)CCN2C(=O)c1ccc(F)cc1)c1ccco1	?	4%
18	Cc1cc(C)c(NC(=O)c2cc(S(=O)(=O)N3CCN(c4ccccc4F)CC3)ccc2F)c(C)c1	10%	-13%
19	CCc1ccccc1Nc1ncnc2c1cnn2-c1ccc(Cl)cc1	10%	-1%
20	COc1ccc2c(Sc3ccccc3)c(C(=O)NCCCN3CCCCC3)[nH]c2c1	-11%	6%
21	Cc1nc(N2C(=O)C(=O)/C(=C(/O)c3ccccc3)C2c2ccccc2F)sc1C (stereo not drawn)	12%	-16%
22	COc1cc(C2CC(=O)N3CN(c4ccc(C)c(Cl)c4)CSC3=C2C#N)ccc1O (stereo not drawn)	-2%	13%
23	CCC(C)C(NC(=O)C1CCC(C(C)C)CC1)C(=O)O (stereo not drawn)	0%	-5%
24	O=C(NCc1ccccc1F)C(=O)NCC(c1ccco1)S(=O)(=O)c1ccccc1 (stereo not drawn)	-3%[57.5 µM]	-18%
25	Cc1ccc(-c2nc(C)c(CCNC(=O)c3cccs3)s2)cc1	-5%	1%
26	CC(=O)NCc1ccc(-c2csc(Nc3ccc(F)cc3)n2)s1	-7%	-5%
27	COC(=O)c1ccccc1NC(=O)c1nc(SCc2ccccc2C)ncc1Cl	0%	-4%
28	COc1ccc2c(C)c(CCC(=O)Nc3ccccc3)c(=O)oc2c1	6%	1%
29	N=C(N)SCc1ccc(Cl)cc1Cl	-7%	-4%
30	CCC(Sc1nc2ncccc2c(=O)n1Cc1ccccc1)C(=O)Nc1ccc(OC)cc1 (stereo not drawn)	0%	-2%
31	CCCCC(CC)CNC(=O)c1ccc2c(=O)n(CCOC)c(=O)[nH]c2c1 (stereo not drawn)	7%	6%
32	O=C(O)C/C(=C/c1cccc(Oc2ccc(Cl)cc2)c1)c1nc2ccccc2s1	2%	?
33	C=CCc1ccccc1OCC(O)CN (stereo not drawn)	0%	-4%
34	Cc1c(NC(=O)c2cc3cc(Br)ccc3[nH]2)c(=O)n(-c2ccccc2)n1C	-3%	-3%
35	O=C(Nc1ccccc1C(=O)OCc1cc(=O)n2c3c(sc2n1)CCCC3)c1ccccc1	-10%	-26%
36	COc1cc2c(CCNC(C)=O)c[nH]c2cc1O	7%	4%
37	CC(NC(=O)/C(=C\c1ccc(F)cc1)NC(=O)c1ccco1)C(=O)O (stereo not drawn)	3%	-1%
38	N#C/C(=C/c1ccc(-c2ccccc2)cc1)C(=O)c1ccsc1	-10%	?
39	Cc1cccc(Nc2nnc(SC(C)C#N)s2)c1C (stereo not drawn)	-2%	-3%
40	COc1cc(-c2nnc(SCC(=O)Nc3cccc(C#N)c3)o2)cc(OC)c1OC	18%	-3%
41	COc1ccc(C2NC(=O)N(C)C3=C2C(=O)N(c2ccc(F)cc2)C3)cc1 (stereo not drawn)	-4%	8%
42	O=C(CSc1nc2ccsc2c(=O)n1Cc1ccccc1F)NCc1ccccc1Cl	-3%[57.5 µM]	-3%
43	Cc1nn(C)c2c1c(-c1ccccc1)cc(=O)n2C(C)C(=O)NCc1ccc(F)cc1 (stereo not drawn)	-4%	-23%
44	Cc1ccc(-c2nc3nc(CNc4ccc(C)c(Cl)c4)cc(=O)n3[nH]2)cc1	-4%	?
45	CCOc1ccc2nc(SCC(=O)N3CCN(S(=O)(=O)c4ccccc4)CC3)[nH]c2c1	4%	8%
46	CCNC(=O)C1(NC(=O)Cc2coc(-c3ccccc3)n2)CCCCC1	1%	2%
47	COc1ccc(Cl)cc1N(CC(=O)N1CCN(C)CC1)S(=O)(=O)c1ccccc1	-6%	-1%
48	CCN(CC)CCCC(C)NCc1cc(Br)cs1 (stereo not drawn)	-8%	1%
49	COc1cc(/C=C(/C#N)c2ccccc2)ccc1OCCOc1ccccc1	-11%	-10%
50	Cc1nnc(NC(=O)CSc2nc3c([nH]c4ccccc43)c(=O)n2-c2ccccc2)s1	2%[57.5 µM]	4%

Reprinted at random: 7 records from the list
entry	compound	UDG counterscr	AID inhibitor
48	CCN(CC)CCCC(C)NCc1cc(Br)cs1 (stereo not drawn)	-8%	1%
41	COc1ccc(C2NC(=O)N(C)C3=C2C(=O)N(c2ccc(F)cc2)C3)cc1 (stereo not drawn)	-4%	8%
47	COc1ccc(Cl)cc1N(CC(=O)N1CCN(C)CC1)S(=O)(=O)c1ccccc1	-6%	-1%
43	Cc1nn(C)c2c1c(-c1ccccc1)cc(=O)n2C(C)C(=O)NCc1ccc(F)cc1 (stereo not drawn)	-4%	-23%
50	Cc1nnc(NC(=O)CSc2nc3c([nH]c4ccccc43)c(=O)n2-c2ccccc2)s1	2%[57.5 µM]	4%
46	CCNC(=O)C1(NC(=O)Cc2coc(-c3ccccc3)n2)CCCCC1	1%	2%
42	O=C(CSc1nc2ccsc2c(=O)n1Cc1ccccc1F)NCc1ccccc1Cl	-3%[57.5 µM]	-3%

Continued.
entry	compound	UDG counterscr	AID inhibitor
51	CCOc1ccc(CNC(=O)C2CCN(c3nnc(-n4cccc4CNc4ccc(C)cc4)s3)CC2)cc1OC	-3%	2%
52	COc1cccc(Cn2nnc(C(=O)NCc3ccc(Cl)cc3Cl)c2N)c1	42%[activator]	4%
53	COC(=O)c1cccnc1-n1c(=O)c2cccnc2n(CC(=O)Nc2cccc(C)c2)c1=O	60%[activator]	12%
54	O/N=C/c1ccc(OCc2ccc(Cl)cc2)cc1	-9%	-11%
55	CCCn1c(=O)c2sccc2n2c(CCCC(=O)N3CCN(c4ccc(OC)cc4)CC3)nnc12	1%	-4%
56	Fc1ccccc1-c1nnc(SCc2c(F)c(F)c(F)c(F)c2F)n1C1CC1	-9%	-11%
57	O=C(CSc1nccn1-c1ccc(Cl)cc1)Nc1nc2ccccc2s1	8%	1%
58	O=C(c1cc2ccc3cccnc3c2[nH]1)N1CCN(c2cccc(Cl)c2)CC1	-22%	?
59	CN1CCN(CC2CNCCO2)CC1 (stereo not drawn)	6%	2%
60	c1cc(CNCCCN2CCCCC2)ccn1	-1%	11%
61	O=C1CN(C(=O)COc2ccc(Cl)cc2)C(c2ccccc2)c2cc(Br)ccc2N1 (stereo not drawn)	-7%	?
62	COc1cc(NC(=O)CSc2nc3ccccc3nc2Cc2ccccc2OC)cc(OC)c1	-1%	-1%
63	CCOc1ccccc1NC(=O)Cn1c(=O)ccc2cc(S(=O)(=O)N3CCCC3)ccc21	-10%	22%
64	CCn1c(SCC(=O)Nc2ccc(C)cc2Br)nnc1-c1nonc1NC(C)=O	-7%	-14%
65	Cc1ccc(NC(=O)C2CCN(c3ncccn3)CC2)cc1F	-10%	-10%
66	O=C(CSc1nc2ccccc2nc1N1CCCC1)N1CCN(c2ccccc2)CC1	-9%	-18%
67	CCCN(Cc1cc2cccc(C)c2[nH]c1=O)C(=O)c1cccc(Cl)c1	-8%	-7%
68	Cc1ccc(NC(=O)C2CCCN(S(=O)(=O)c3cn(C(C)C)cn3)C2)c(C)c1 (stereo not drawn)	-12%	-12%
69	CCCCCCc1ccc(C(=O)Nc2cccc(C)c2)cc1	-5%	-3%
70	O=C(/C=C/c1ccccc1)NNC(=S)NCc1ccccc1	5%	-2%
71	Cc1cccc(C(=O)Nc2cc(-c3nc4cccnc4s3)ccc2C)c1	1%	8%
72	Cc1oc(-c2ccc(Cl)cc2)nc1CSc1nc2c(c(=O)[nH]1)CCC2	2%	0%
73	Cc1ccccc1CNC(=O)c1csc(-c2cccs2)n1	-8%	-20%
74	O=C(NCC(c1ccco1)S(=O)(=O)c1ccc(Cl)cc1)c1ccccc1F (stereo not drawn)	-3%	-12%
75	CC(Sc1ccc(C(F)(F)F)cn1)C(=O)Nc1ccccc1 (stereo not drawn)	7%	-2%
76	CCC(=O)NCCc1sc2nc(-c3ccc(OC)cc3)nn2c1C	0%	11%
77	CCSC1=C(C#N)C(c2ccc(OC)c(OC)c2)C2=C(CC(C)(C)CC2=O)N1 (stereo not drawn)	-14%	-7%
78	COc1cc(CC(=O)Nc2cc(S(=O)(=O)N3CCCCC3)ccc2C)cc(OC)c1OC	2%	1%
79	O=C(Nc1ccc(Cl)cc1C(F)(F)F)c1ccc2ccccc2c1	-13%	-7%
80	Cc1ccc(N(C)C(=O)C2CCN(S(=O)(=O)c3c(C)noc3/C=C/c3c(C)cc(C)cc3C)CC2)cc1	-17%	?

Part of the list above in order of count of non-hydrogen atoms, ascending.
entry	compound	UDG counterscr	AID inhibitor
75	CC(Sc1ccc(C(F)(F)F)cn1)C(=O)Nc1ccccc1 (stereo not drawn)	7%	-2%
71	Cc1cccc(C(=O)Nc2cc(-c3nc4cccnc4s3)ccc2C)c1	1%	8%
77	CCSC1=C(C#N)C(c2ccc(OC)c(OC)c2)C2=C(CC(C)(C)CC2=O)N1 (stereo not drawn)	-14%	-7%

Other records:
entry	compound	UDG counterscr	AID inhibitor
81	Cc1ccc(CNC(=O)C2CCC(CNS(=O)(=O)c3ccc(C)cc3)CC2)cc1 (stereo not drawn)	2%	-1%
82	COc1ccc(N(C(C)C(=O)NCc2ccc(Cl)cc2Cl)S(C)(=O)=O)cc1 (stereo not drawn)	-3%	-19%
83	Cc1nc(N/C(N)=N/S(=O)(=O)c2ccccc2)nc2ccccc12	14%	3%
84	COc1ccc(Br)cc1CNC(=O)CCc1cn(Cc2ccc(C)cc2)c2ccccc12	-1%	-3%
85	CCn1cc(C(=O)NC2CCN(C3CC3)CC2)c2ccccc21	-8%	-29%
86	COC(=O)c1nnn(CC(=O)NC(=O)Nc2ccccc2F)c1C(=O)OC	26%	2%
87	Cc1ccc(-n2ncc3c(NC4CCCCCC4)ncnc32)cc1	-30%	-17%
88	O=C(CSc1nc2ccccc2n1Cc1ccccc1)NCc1ccccc1	4%	-18%
89	CC1=C(c2ccc(C(C)C)cc2)S(=O)(=O)NC1=NCCCN1CCN(c2ccccc2F)CC1	-2%[57.5 µM]	3%
90	CCc1ccc(CNC(=O)c2c(C)oc3ncn(CC(C)C)c(=O)c23)cc1	?	?
91	CCOc1ccc(NC(=O)c2ccccc2)cc1	6%	-5%
92	COc1cccc(CNC(=O)CN2C(=O)COc3ccc(S(=O)(=O)N4CCOCC4)cc32)c1	1%[57.5 µM]	3%
93	COc1ccc(C(C)O)cc1CSc1nc2ccccc2s1 (stereo not drawn)	-17%	-29%
94	CC1C(=O)CCN(CCCO)C1C (stereo not drawn)	-8%	-1%
95	Cc1ccc(C(C)NS(=O)(=O)Cc2ccc(F)cc2)o1 (stereo not drawn)	1%	7%
96	Cc1c(-c2ccccc2)c(=O)oc2ccc(OC(=O)N3CCOCC3)cc12	2%	7%
97	COc1ccc(N2CCN(C(=O)CCc3c(C)nc4c(-c5ccccc5)c(C)nn4c3C)CC2)cc1	-17%	?
98	COc1ccc(Cl)cc1NC(=O)CSc1nc2c(c(=O)n1Cc1ccccc1)SCC2	-4%	-5%
99	Cc1cc(C)nc(/N=C2\NC(=O)CC(C(=O)O)N2c2cccc(C(F)(F)F)c2)n1 (stereo not drawn)	-8%	-4%
100	COc1cc(OC)c(C2CC(=O)Nc3nc(-c4ccccc4)[nH]c(=O)c32)cc1OC (stereo not drawn)	-5%	5%
101	CC1CCc2c(sc(NC(=O)COc3ccccc3C(C)(C)C)c2C#N)C1 (stereo not drawn)	-14%	4%
102	CCOc1ccccc1C1CC(=O)NC(C)=C1C(=O)OC1CCCCCC1 (stereo not drawn)	-6%	?
103	Cc1ccc(OCCNC(=O)c2ccc3ccccc3n2)cc1	-5%	-22%
104	CC(C)Cn1c(COc2ccc(C(C)(C)C)cc2)n[nH]c1=S	-2%	-6%
105	COc1ccc(/C(=N/OC(=O)c2cc(Cl)ccc2OC)c2nccc3cc(OC)c(OC)cc23)cc1OC	4%	76%[activator]

Screens deposited in PubChem BioAssay by National Center for Advancing Translational Sciences (NCATS).

The list is partial. The share of hits here may be higher or lower than overall.
